Screening data from PubChem BioAssay.
UTI89 phage lysis = inhibition of K1F phage lysis, E. coli UTI89, bacterial capsule biogenesis inhibitors, alamar blue (AID 488966); E. coli UTI89 K1F phage lysis, alamar blue, 2 h; higher % means a stronger effect; inhibition, % at 100 µM; hits with a dose series show IC50 in µM; actives 0.02% (n = 340,000);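 active = phage lysis inhibition, versus mean bacterial control, above a set limit; inconclusive = no clear call, values can overlap the other calls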;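 also: capsule biogenesis inhibitors block K1F phage lysis so surviving cells raise fluorescence; higher fluorescence means more inhibition of phage lysis; actives were called in the ten point dose series up to 300 µM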
MgcRacGAP inhibition = MgcRacGAP GTPase-activating activity inhibitors, confirmation, biochemical, ADP Hunter fluorescence | actives 0.6% (n = 340,000) | AID 624330, 2012 | inhibition, % at 30 µM; hits with a dose series show IC50 in µM | MgcRacGAP-stimulated Rac1 GTP hydrolysis, ADP Hunter fluorescence; higher % means a stronger effect; GST-tagged Rac1 F28L mutant substrate | Rac GTPase-activating protein 1 (Homo sapiens);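 active = first-screen hits whose inhibition reached a set limit at any dose in the follow-up dose series; inconclusive = inhibition above the set first-screen limit but never retested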;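 also: fluorescence reports GDP produced by GAP-driven GTP hydrolysis; strong numbers were not always called active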
HIV fusion peptide = inhibitors of HIV fusion peptide binding, primary screen, biochemical, uHTS, fluorescence dequenching (AID 1986) | cell-free peptide binding, fluorescence dequenching, 30 min; higher % means a stronger effect | inhibition, % at 20 µM; hits with a dose series show IC50 in µM | actives 0.3% (n = 290,000); in the data active = inhibition mostly above about 52%, no sharp cut-off; inactive = mostly below about 76%; also: some results filed as inactive read as strong as hits
Dengue-2 NS5 capping = Dengue-2 NS5 methyltransferase inhibitors, primary screen, biochemical, confirmation dose response (AID 588689) | actives 0.3% (n = 340,000) | inhibition, % at 25 µM, or IC50 in µM where a hit was titrated | Dengue-2 NS5 methyltransferase capping enzyme assay, biochemical; higher % means a stronger effect | Genome polyprotein (Dengue virus type 2 (strain 16681-PDK53)); in the data active = a potency from the dose series; inconclusive = inhibition above about 29% without an active follow-up result
PhoP inhibition = inhibitors of PhoP regulon expression, primary screen, Salmonella Typhimurium, GFP reporter (AID 1863) | S. Typhimurium PhoP-regulated promoter GFP reporter, 4 h; higher % means a stronger effect | actives 0.16% (n = 300,000) | inhibition, % at 50 µM; hits with a dose series show IC50 in µM;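 active = inhibition over 29.93%, a cutoff 3 SD above the screen mean, later confirmed by dose response; inconclusive = inhibition over 29.93% but no dose response follow-up; inactive = inhibition at most 29.93% or unconfirmed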;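 also: 0% = low Mg2+ inducing control and 100% = high Mg2+ repressing control; strong numbers were not always called active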
GPR55 antagonists = GPR55 antagonists blocking LPI-driven arrestin recruitment, primary screen, imaging, U2OS, beta-arrestin-GFP, LPI agonist (AID 2013). one-dose inhibition, % at 10 µM; IC50 in µM for titrated hits. actives 0.13% (n = 290,000). G-protein coupled receptor 55 (Homo sapiens). U2OS GPR55 beta-arrestin-GFP translocation imaging, LPI antagonism; higher % means a stronger effect;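 active = spots per cell inhibited over 60%, with over 100 cells counted and total cytoplasm intensity under 500,000; inconclusive = wells with under 100 cells, flagged as likely toxic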;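 also: U2OS cells stably carrying GPR55 and arrestin-GFP stimulated by 5 µM LPI near EC80; imaged beta-arrestin-GFP aggregate spots per cell after agonist stimulation; plate controls were LPI-stimulated DMSO wells for no effect and DMSO wells without LPI for full effect; some results filed as inactive read as strong as hits; confirmed hits need IC50 under 10 µM and bright autofluorescent wells are also inconclusive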
RSV CPE inhibition = RSV antiviral activity via CPE protection, HEp-2 cells, primary 10 µM value included (AID 2391); HEp-2 cells, RSV-induced CPE inhibition; higher % means a stronger effect; CPE inhibition, % at 10 µM, or IC50 in µM where a hit was titrated; actives 0.13% (n = 310,000); in the data active = a potency from the dose series; inconclusive = CPE inhibition mostly from about 23% at the one dose, without a potency; inactive = the rest, 99 in 100 with CPE inhibition below about 21%; also: strong numbers were not always called active
GPR35 antagonists = GPR35 antagonists blocking zaprinast-driven arrestin recruitment, primary screen, imaging, U2OS, beta-arrestin-GFP, zaprinast agonist (AID 2058). U2OS GPR35 beta-arrestin-GFP translocation imaging, zaprinast antagonism; higher % means a stronger effect. actives 0.052% (n = 290,000). inhibition, % at 10 µM; hits with a dose series show IC50 in µM;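 active = inhibition of at least 50% with at least 30 cells and total cytoplasm GFP at most 10,000,000; inconclusive = under 30 cells or total GFP of 10,000,000 plus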
SV40 large T antigen = SV40 large T antigen inhibitors, biochemical (AID 1903); SV40 large T antigen ATPase/helicase inhibition assay; higher % means a stronger effect; one-dose inhibition, % at 20 µM; IC50 in µM for titrated hits; actives 0.39% (n = 310,000); in the data active = a potency from the dose series; inconclusive = inhibition mostly from about 32% at the one dose, without a potency; inactive = the rest, 99 in 100 with inhibition below about 32%; also: strong numbers were not always called active
Dengue-2 NS5 capping pilot replicate = also measured in Dengue-2 NS5 capping; calls as there; inhibition, %; measured here: pilot screen replicate inhibition
Active calls of the source: *; ? = inconclusive; . = no result given; [ ] = remark or other dose.

SMILES | UTI89 phage lysis | MgcRacGAP inhibition | HIV fusion peptide | Dengue-2 NS5 capping | PhoP inhibition | GPR55 antagonists | RSV CPE inhibition | GPR35 antagonists | SV40 large T antigen | others
CC(C)n1nnnc1-c1ccc(Cl)cc1 | 0.9% | 0% | -0.6% | -5% | 4% | 4% | 1.6% | -1% | 9%
Nc1ncccc1OCc1ccc(Br)cc1 | 0.5% | 0% | -1.5% | -1% | 16% | -1% | 15% | -6% | 7%
COc1cc(C(=O)N2CCC(N3CCCCCC3)CC2)cc(OC)c1OC | -0.4% | ? | . | -1% | . | . | 1.0% | . | .
O=C(O)CCCC(=O)NCCc1cccc(Cl)c1 | 0.4% | 9% | -1.7% | -2% | -27% | -6% | 0.3% | -6% | 0%
COc1ccc([C@H]2CC(=O)C=C(c3ccc(C)c([N+](=O)[O-])c3)C2)cc1 | 0.5% | 12% | . | -6% | . | . | 6.2% | . | .
CCOC(=O)N1CCN(C(=O)Cn2nc(C)n3nc(-c4ccccc4)cc3c2=O)CC1 | -0.2% | -7% | -1.9% | -3% | 2% | 7% | 2.5% | 8% | -10%
Cc1cccc(NC(=O)c2cccc(NC3=NC4CS(=O)(=O)CC4S3)c2)c1 (centres undefined) | 0.3% | 5% | 0.7% | -2% | . | -3% | 0.1% | -3% | -1%
Cc1ccc(SCC2CNc3nc4ccccc4c(=O)n32)c(C)c1 (centres undefined) | 0.8% | 5% | 1.2% | 8% | -5% | -2% | 1.4% | -1% | 16%
CC(C(=O)O)C(=O)O | 1.0% | 1% | . | -7% | 1% | . | -0.1% | . | -1%
CCOC(=O)C1(Cc2cccc(OC)c2)CCCN(Cc2c(C)nn(C(C)C)c2C)C1 (centres undefined) | -1.2%[50 µM] | 7% | -0.5% | -4% | -9% | 4% | -1.6% | -4% | 3%
CCCCCN(C(=O)CCC(=O)OCC(=O)NC1CCC(C)CC1)c1c(N)n(CCCC)c(=O)[nH]c1=O (centres undefined) | -0.1%[50 µM] | 6% | . | -4% | 0% | . | -0.3% | . | 1%
CC(C)CN1CCN(Cc2ccc(C#CC(C)(C)O)cc2)CC1CCO (centres undefined) | 0.1% | 5% | 0.2% | -4% | 3% | 1% | -2.4% | -6% | 6%
Cc1cc(C)c(C#N)c(SCC(=O)N2CCN(Cc3ccccc3)CC2)n1 | 0.1% | 7% | 2.8% | -5% | -6% | 9% | 1.4% | 16% | 4%
CC1CCCCC1NC(=O)CN1CCN(Cc2ccccc2Cl)C1=O (centres undefined) | 4.5% | 16% | 1.2% | -4% | -2% | -12% | -0.1% | -10% | 19%
COc1ccc(C)cc1-n1nnnc1SC/C(O)=C(\C#N)c1nc2ccccc2[nH]1 | 6.5% | 4% | 5.8% | -8% | 0% | -4% | 0.3% | 6% | 8%
O=C(Nc1nc2ccc(S(=O)(=O)N3CCCCC3)cc2s1)c1cccnc1 | -1.2% | 19% | 16% | 13% | -15% | 18% | 2.2% | -3% | -5%
O=C(CCCOC(=O)c1ccc(O)cc1O)c1ccc(F)cc1 | 0.7%[50 µM] | 4% | . | -1% | -2% | . | 1.1% | . | 22%
CC(CNC(=O)c1ccc(NC2=NC3CS(=O)(=O)CC3S2)cc1)c1ccccc1 (centres undefined) | 0.0% | 7% | -0.6% | 0% | . | -16% | 0.8% | -12% | 5%
Cc1ccc2c(Cl)c(C(=O)NCCc3ccccc3)sc2c1 | 6.2% | 3% | 1.2% | -6% | 1% | 7% | 14% | -1% | 2%
CCC(C)NS(=O)(=O)c1ccc(NC(=O)c2ccc([N+](=O)[O-])cc2Cl)cc1 (centres undefined) | 2.9%[50 µM] | 4% | -2.6% | 4% | 17% | 0% | 14% | 10% | 5%
COc1ccccc1/C=C/C(=O)NC(=S)N1CCOCC1 | 0.2% | 6% | -0.5% | 4% | 2% | 7% | 1.4% | 0% | 11%
CCOc1ccccc1C(=O)NCC(=O)NCCCc1ccccc1 | 0.0% | -4% | 2.6% | 0% | -2% | 10% | -0.8% | -10% | 7%
Cc1nn(CC#N)c(=O)n1-c1ccccc1F | 0.7% | 6% | -0.7% | 2% | -9% | 4% | 0.8% | -9% | 3%
Cc1cc(C)c2c(N)c(C(=O)c3ccc(Cl)c(Cl)c3)sc2n1 | 0.2% | 6% | -2.2% | -15% | -3% | 14% | 15% | -16% | 2%
O=C(c1ccc(Cl)cc1)C1CCN(C(=O)NC2CCCCC2)CC1 | 1.2% | 8% | 3.1% | -4% | -1% | 13% | -0.4% | 1% | -1%
C=CCn1c(SCC(=O)Nc2ccccc2OC)nnc1-c1ccccn1 | 0.3% | 4% | 0.9% | -6% | -3% | -13% | 1.9% | 7% | 18% | Dengue-2 NS5 capping pilot replicate=-1.2
Cc1ccc(N2C(=O)c3ccccc3C2Nc2cccnc2)nc1 (centres undefined) | 0.7% | -2% | -0.4% | -3% | -5% | 6% | 1.4% | -13% | 4%
CN(C(=O)COC(=O)C(C)(C)Oc1ccc(Cl)cc1)c1c(N)n(Cc2ccccc2)c(=O)[nH]c1=O | 0.9%[50 µM] | 0% | . | -4% | -4% | . | -0.9% | . | 6%
CC1CCC(C(=O)NC(C(=O)Nc2ccccn2)C(C)C)CC1 (centres undefined) | 0.1% | -5% | -1.1% | -2% | -1% | 8% | 1.0% | -14% | 4%
CCN(CC)S(=O)(=O)c1ccc(C(=O)NCc2n[nH]c(=S)n2-c2ccccc2OC)cc1 | -2.8% | -3% | 0.4% | -11% | -10% | 1% | 2.4% | 0% | 27%
COc1ccc(-c2nc(NC(=O)c3ccc(OCC(=O)N4CCOCC4)c(OC)c3)sc2C)cc1 | -0.1%[50 µM] | -13% | 0.2% | 4% | -4% | 5% | 4.1% | 11% | -5%
CN(C)c1ccc(/C=N/NC2=NS(=O)(=O)c3ccccc32)cc1 | 0.6% | 8% | 3.8% | -22% | -10% | 9% | 1.7% | -16% | 20%
CC(=O)c1c(C)[nH]c(C(=O)OCC(=O)Nc2sc3c(c2C#N)CCC(C)C3)c1C (centres undefined) | 0.3% | 5% | 1.3% | -8% | 0% | 6% | ? | 0% | 11%
CCCn1c(=S)[nH]c2cc(C(=O)N3CCc4ccccc43)ccc2c1=O | 3.2% | 8% | 1.3% | 4% | -14% | 17% | ? | 9% | -3%
COc1ccccc1NC(=O)COC(=O)c1ccc([N+](=O)[O-])s1 | 0.0% | 7% | -0.2% | -2% | -5% | -9% | 2.4% | -3% | -1%
O=C(COc1ccc(F)cc1)Nc1nnc(C2CCCCC2)s1 | 0.2% | 5% | 0.6% | 1% | -1% | 16% | 1.5% | -15% | 3%
CC1CC(C)(C)NC(=S)N1CCCC(=O)Nc1ccc(Br)cc1 (centres undefined) | 2.2% | 9% | -0.4% | -15% | 1% | 18% | 4.3% | -4% | 8%
O=C(Nc1ccc(Oc2ccccc2)nc1)C1CCN(Cc2ccco2)CC1 | 0.0% | 6% | 1.8% | -9% | -2% | 12% | 0.9% | 4% | 6%
N#Cc1nc(-c2ccccc2F)oc1N1CCCC1 | 1.0% | -3% | -0.7% | -6% | 2% | 6% | 3.5% | 10% | 11%
CCCc1[nH]nc2c1C(c1cccc(OC(=O)c3ccco3)c1)C(C#N)=C(N)O2 (centres undefined) | 4.3% | 3% | -2.0% | -3% | 10% | -6% | -2.6% | -11% | 11%

Molecules above containing a COOH group, in the order listed:
SMILES | UTI89 phage lysis | MgcRacGAP inhibition | HIV fusion peptide | Dengue-2 NS5 capping | PhoP inhibition | GPR55 antagonists | RSV CPE inhibition | GPR35 antagonists | SV40 large T antigen | others
O=C(O)CCCC(=O)NCCc1cccc(Cl)c1 | 0.4% | 9% | -1.7% | -2% | -27% | -6% | 0.3% | -6% | 0%
CC(C(=O)O)C(=O)O | 1.0% | 1% | . | -7% | 1% | . | -0.1% | . | -1%

Going on with the list:
SMILES | UTI89 phage lysis | MgcRacGAP inhibition | HIV fusion peptide | Dengue-2 NS5 capping | PhoP inhibition | GPR55 antagonists | RSV CPE inhibition | GPR35 antagonists | SV40 large T antigen | others
COC(=O)Cn1cc(/C=C(/C#N)C(=O)N2CCOCC2)c2ccccc21 | -0.1% | 7% | -1.5% | -2% | -1% | 8% | 2.3% | 11% | 27%
O=C(c1ccc(Br)o1)N1CCN(C/C=C/c2ccccc2)CC1 | -0.3% | -5% | 0.2% | -2% | 10% | 22% | 1.3% | -3% | 5%
COc1ccc(C(=O)NCCNc2nc3c(C)cccc3cc2C#N)cc1OC | -0.8% | 3% | 2.9% | 3% | -2% | 0% | 9.2% | -3% | 20%
Cc1ccccc1NC(=O)c1cccnc1 | -2.8% | -15% | 0.5% | 2% | -4% | -3% | 1.4% | 4% | -1%
O=C(NNC(=O)c1cccs1)c1cccnc1 | -0.3% | -2% | 0.8% | 4% | 5% | -19% | 2.0% | -5% | 5%
COc1cccc(CNC(=O)c2ccc(NC(=O)C3=CSCCO3)cc2)c1 | 0.1% | . | 0.7% | 6% | -9% | -10% | 2.3% | -10% | 11%
O=CN1CCN(C(=O)c2ccc([N+](=O)[O-])cc2)CC1 | 1.9%[50 µM] | 5% | 0.4% | -9% | -9% | 7% | 1.3% | -8% | 1%
CC(C)C(=O)N1CCN(c2ccccc2NC(=O)c2ccc(C#N)cc2F)CC1 | 0.2% | 10% | 3.6% | 1% | -3% | 1% | 1.0% | -12% | 1%
Cc1ccc(N2C(=O)C(CC(=O)Nc3cccc(F)c3)N(CCc3ccncc3)C2=O)cc1 (centres undefined) | 0.3% | 6% | -1.7% | -7% | -9% | 9% | -0.1% | -2% | 23%
C=CCC(CC=C)(C(=O)O)c1ccccc1 | 0.3% | 2% | -1.5% | -9% | 8% | -9% | -0.3% | 3% | 14%
C=C1C(C(=O)Nc2ccc(OC)cc2)C1C(=O)Nc1ccc(OC)cc1 (centres undefined) | 0.2% | 16% | -1.9% | -9% | -5% | 7% | 0.1% | 4% | 4%
COc1ccc(NC(=O)CC2SC(=N)N(c3ccccc3)C2=O)c(OC)c1 (centres undefined) | -0.3% | 8% | -1.6% | -7% | -6% | 8% | 2.0% | 6% | 7%
CCOC(=O)c1sc(NC(=O)CCN2CCOCC2)c(C(=O)OCC)c1C | -0.1% | 11% | -1.6% | -23% | -23% | 7% | -2.2% | 6% | 0%
